Screening results deposited in PubChem by National Center for Advancing Translational Sciences (NCATS).
EPAC2 antag – EPAC2 (human) antagonism. Q8WZA2. AID 720708. EPAC2 GEF exchange of Rap1B-BODIPY-GDP, fluorescence. 360,000 compounds, 0.18% hits. Potency, µM (highest dose often 114 µM), inactives show at the highest dose activity, negative = inhibition, most hits filed as inhibitors; also: % is scaled to controls: 0 for no effect and ±100 for the full control effect; nearly all actives have a fitted effect of over 45% in size; many of its hits are not listed in these tables
PTHR1 ag – PTHR1 (human) receptor agonism; HEK293 GP2 PTHR1 cells, GloSensor cAMP luminescence, 1 h; Potency, µM (top dose mostly 115 µM), for the others: at the highest dose activation, usual class: activators; 410,000 compounds, 0.075% hits; also: nearly all actives have a fitted effect of over 55% in size; some results filed as inactive show a strong effect at the top dose; inactives centre near -15; many of its hits are not listed in these tables
Target sequence (Q03431 whole entry, looked up): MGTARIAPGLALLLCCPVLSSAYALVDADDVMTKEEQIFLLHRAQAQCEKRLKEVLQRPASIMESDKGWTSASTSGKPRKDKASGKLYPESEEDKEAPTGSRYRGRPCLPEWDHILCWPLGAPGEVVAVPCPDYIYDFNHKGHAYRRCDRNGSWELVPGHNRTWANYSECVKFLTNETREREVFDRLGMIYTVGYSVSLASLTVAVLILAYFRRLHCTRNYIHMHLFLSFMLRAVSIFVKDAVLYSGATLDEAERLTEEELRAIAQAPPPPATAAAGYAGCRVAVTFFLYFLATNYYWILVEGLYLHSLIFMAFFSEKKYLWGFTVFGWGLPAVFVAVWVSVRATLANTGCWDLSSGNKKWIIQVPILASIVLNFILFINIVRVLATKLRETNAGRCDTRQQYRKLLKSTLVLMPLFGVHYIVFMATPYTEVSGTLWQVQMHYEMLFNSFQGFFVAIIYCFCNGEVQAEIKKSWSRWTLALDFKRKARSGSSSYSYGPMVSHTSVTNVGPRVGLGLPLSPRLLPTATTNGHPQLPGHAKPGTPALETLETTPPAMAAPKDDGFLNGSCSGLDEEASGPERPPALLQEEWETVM
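HEK-293-derived GP2 cells expressing PTHR1 and a GloSensor cAMP reporter, 3,000/well, plated overnight, given luciferin plus IBMX (each 0.5 mM as added) for 1 h at 37 °C, then compound for 1 h at 37 °C. Luminescence was read after 15 min at room temperature.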
EPAC1 agonist – activates human EPAC1 exchange factor. O95398. EPAC1 agonist qHTS, biochemical assay; response scale: 100% = response to 6.5 mM cAMP. Potency, µM (titrated, usually from 154 µM), for inactives: top-dose activation, actives largely listed as activators. 360,000 compounds, 0.073% hits. AID 720707; also: nearly all actives have a fitted effect of over 60% in size
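Fluorescent GDP-exchange assay: 100 nM EPAC1 with 250 nM Rap1B preloaded with BODIPY-GDP and 50 uM GDP; compounds tested as concentration series, 5 min at room temperature, then read every 5 min for 30 min (ex 480/em 540 nm); normalized to 6.5 mM cAMP.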
EPAC2 agonist – agonists of human EPAC2 (RAPGEF4); Q8WZA2; EPAC2 activation, biochemical qHTS; response scale: 100% = 6.5 mM cAMP response; Potency, µM (doses to about 154 µM), for the others: at the highest dose activation, hits mostly activators; 360,000 compounds, 0.079% hits; AID 720711; also: nearly all actives have a fitted effect of over 50% in size
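Nucleotide exchange monitored as fluorescence drop when BODIPY-GDP leaves Rap1B. Reaction: 100 nM EPAC2, 250 nM RAP1B-BODIPY-GDP, 50 uM GDP, room temperature, kinetic read over 30 min. Activity expressed relative to 6.5 mM cAMP.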
TDP-43 yeast inh – TDP-43 toxicity inhibition in yeast | Potency, µM (highest dose often 46.1 µM), without a hit: at the highest dose growth rescue (activation), most hits filed as activators | TDP-43 expressing yeast growth rescue, BacTiter-Glo, 24 h | 410,000 compounds, 1.8% hits; also: % of control where 0% means no effect; nearly all actives have a fitted effect of over 50% in size
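Luminescence from BacTiter-Glo reports growth of TDP-43-expressing yeast after 24 hr at 30 deg C with compound. Cells were raffinose-pregrown to mid-log, then seeded in galactose medium at OD600=0.02.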
EPAC1 antag – antagonists of human EPAC1; EPAC1 GEF assay, Rap1b-BODIPY-GDP exchange fluorescence; Potency, µM (titrated, usually from 115 µM), without a hit: at the highest dose activity change, negative = inhibition, most hits filed as inhibitors; 360,000 compounds, 0.14% hits; AID 720709;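 also: plate controls were vehicle for no effect and positive control for full effect; nearly all actives have a fitted effect of over 50% in size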
FUS yeast rescue – rescues growth of FUS-expressing yeast; 390,000 compounds, 0.24% hits; AID 1347120; S. cerevisiae FUS-expressing, growth rescue, OD600, 24 h; Potency, µM (doses to about 76.6 µM), for inactives: top-dose growth rescue (activation), most hits filed as activators;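 also: plate controls were DMSO vehicle for no effect and reference control for full effect; nearly all actives have a fitted effect of over 55% in size; some results filed as inactive show a strong effect at the top dose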
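Yeast expressing FUS under galactose induction, OD 0.005 in 2% galactose medium; compounds in a dilution series, 24 h at 30C. Growth rescue by absorbance at 600 nm; CP55940 positive control, DMSO negative.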
aSyn yeast inh – alpha-synuclein toxicity inhibition in yeast; Potency, µM (doses to about 46.1 µM), inactives show top-dose growth rescue (activation), actives largely listed as activators; AID 652106; Yeast expressing alpha-synuclein, growth rescue, BacTiter-Glo, 24 h; 370,000 compounds, 0.14% hits; also: % of control where 0% means no effect; nearly all actives have a fitted effect of over 65% in size
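Galactose-induced alpha-syn yeast (OD600=0.02, raffinose-pregrown) + pinned cpd, 24 hr, 30 deg C; growth by BacTiter-Glo luminescence. Growth restoration scores as activation.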
An asterisk follows results filed as active; i = inactive; ? = inconclusive; . = no result given; & = joins results of further samples; [ ] = remark or other dose. Calls follow the shape of the dose curve; as a rule, active = well fitted curve in the direction sought with a large enough effect; inconclusive = small, poorly fitted or top-dose-only effect, or another doubt; inactive = no such curve, though single readings can be large; an effect the other way counts as inactive or inconclusive. Potency is read from the fitted curve at half-maximal effect.

compound	EPAC2 antag	PTHR1 ag	EPAC1 agonist	EPAC2 agonist	TDP-43 yeast inh	EPAC1 antag	FUS yeast rescue	aSyn yeast inh
Cc1ccc(NC(=O)CCc2c(C)nn(-c3ccc(N4CCOCC4)nn3)c2C)cc1	3.5%	-38.4%[inhibitor]	-2.1%	12.3%	9.3%	17.9%	11.1%	-0.4%
CCO[C@H]1OC(C(N)=O)=C[C@@H](C)[C@@H]1CCCO	-4.2%	i	-0.9%	5.0%	12.6%	-14.8%	-27.2%	-4.6%
COc1ccc(CCNC(=O)CSc2n[nH]c(N)n2)cc1	-1.7%	i	7.3%	17.0%	-14.5%	1.6%	12.1%	-9.4%
C=CCSc1nnc(NC(=O)C2=COCCO2)s1	0.9%	-19.3%	-24.3%	-4.9%	6.1%	-0.8%	17.3%	-1.4%
CC(C)C(NC(=O)c1ccc(F)cc1)C(=O)N1CCC1 (stereo not drawn)	9.6%	15.5%	-4.0%	5.1%	-20.2%	1.1%	-6.2%	-9.1%
COc1ccc(C=NCC2COc3ccccc3O2)cc1OC (stereo not drawn)	5.7%	-37.1%[inhibitor][57.5 µM]	-6.9%	-1.5%	-11.5%	3.7%	-5.5%	-10.3%
NS(=O)(=O)c1ccc(CCNC(=O)c2coc3ccccc3c2=O)cc1	4.7%	i	11.4%	2.1%	15.1%	13.1%	-11.0%	4.9%
Cn1c(=O)oc2cc(S(=O)(=O)NCc3ccccc3)ccc21	-1.5%	-10.6%[57.5 µM]	8.1%	7.2%	11.0%	0.5%	-11.3%	2.3%
CN(C)c1ccc(Cl)c(NC(N)=S)c1	3.7%	-15.5%	12.1%	11.2%	22.7%	?	-24.5%	0.8%
ON=C1/C(=N\O)CC2(C/C1=N/O)OCCO2	-5.0%	i	4.0%	-1.9%	-16.3%	6.5%	15.6%	-6.7%
COc1ccccc1NC(=O)COC(=O)CCC1CCCC1	-6.8%	-22.6%	2.2%	13.7%	13.3%	-8.0%	5.9%	-16.1%
Oc1ccccc1Nc1nc(NCc2ccco2)c2ccccc2n1	5.3%	i	14.9%	7.8%	23.2%	-2.3%	0.6%	-3.1%
Cc1cc2oc(C(=O)NC3CCS(=O)(=O)C3)c(C)c2cc1C (stereo not drawn)	16.0%	i	1.7%	-7.4%	6.1%	-9.4%	-6.5%	-1.5%
COc1ccc(S(=O)(=O)NCC(=O)NCCc2ccc(OC)c(OC)c2)cc1	0.7%	-19.5%	11.7%	8.9%	0.6%	-5.6%	-14.2%	0.0%
Cc1c(Cl)cccc1NC(=O)CNC(=O)Cc1n[nH]c(=O)c2ccccc12	-4.3%	-0.4%	15.6%	1.2%	-7.9%	2.2%	16.0%	-0.6%
COc1ccc(N2CCN(C(=O)c3ccc4c(=O)n(CC5CCCO5)c(=O)[nH]c4c3)CC2)cc1 (stereo not drawn)	-0.9%	-17.4%	5.6%	4.0%	24.4%	-3.2%	31.0%	0.2%

Laid out differently: entries from further up.
Values in the order: EPAC2 antag | PTHR1 ag | EPAC1 agonist | EPAC2 agonist | TDP-43 yeast inh | EPAC1 antag | FUS yeast rescue | aSyn yeast inh
> Oc1ccccc1Nc1nc(NCc2ccco2)c2ccccc2n1
  5.3% | i | 14.9% | 7.8% | 23.2% | -2.3% | 0.6% | -3.1%
> COc1ccccc1NC(=O)COC(=O)CCC1CCCC1
  -6.8% | -22.6% | 2.2% | 13.7% | 13.3% | -8.0% | 5.9% | -16.1%

Remaining list, next part:
compound	EPAC2 antag	PTHR1 ag	EPAC1 agonist	EPAC2 agonist	TDP-43 yeast inh	EPAC1 antag	FUS yeast rescue	aSyn yeast inh
CCOC(=O)[C@]12CCCC=C1N(Cc1ccc3c(c1)OCO3)C(=O)[C@H](CC(=O)NCc1cccc3ccccc13)C2	-8.9%	-21.5%	-5.4%	5.1%	21.5%	8.2%	?	5.8%
CC1CCCCC1NC(=O)Cn1cc([N+](=O)[O-])ccc1=O (stereo not drawn)	6.3%	-3.4%	7.1%	8.2%	4.1%	-6.0%	-4.3%	-3.3%
COc1ccc(CCNC(=O)CSc2nc3ccccc3o2)cc1	9.6%	-5.2%[57.5 µM]	-1.2%	0.9%	?	11.5%	-5.7%	-2.0%
O=[N+]([O-])c1ccccc1/C=N/NC1=NCCN1	-1.4%	i	-0.1%	-2.0%	8.3%	-9.0%	2.2%	0.8%
Nn1c(COc2ccccc2F)nnc1SCC(=O)NC1CCCC1	1.1%	-13.0%	3.5%	5.5%	10.3%	-27.9%	.	0.3%
O=C(O)CCC(=O)OCCN(Cc1ccc(Oc2ccc([N+](=O)[O-])cc2)cc1)C(=O)C(Cl)Cl	9.9%	-71.0%	-2.0%	10.1%	-22.5%	6.4%	.	-4.6%
Cc1ccc(C(=O)O)cc1NC(=O)CSc1ncnc2sc3c(c12)CCC3	0.5%	i	10.4%	8.4%	-11.2%	-1.2%	26.9%	-2.5%
CC(=O)NCCNc1ccc([N+](=O)[O-])cc1C#N	0.9%	i	8.6%	-2.0%	.	?	0.1%	-0.4%
CCN(CC)S(=O)(=O)c1ccc(N2CCCC2)c(NS(=O)(=O)c2ccc(OC)cc2)c1	-4.9%	-34.4%	5.5%	19.0%	19.7%	-9.9%	.	-4.5%
COc1ccc(-c2nnc(SCC(=O)NC3CCCCC3)n2N)cc1	7.2%	i	16.8%	6.8%	-25.5%	-7.7%	16.8%	4.9%
CCOC(=O)c1ccc(-c2ccc(/C=N/NC(=O)Cc3nnc(N)s3)o2)cc1	7.8%	-17.3%	3.5%	-11.1%	10.0%	16.4%	-3.0%	-8.8%
CCN(CC)CCN1C(=O)c2ccccc2NC1c1ccc(C)cc1 (stereo not drawn)	-4.3%	-17.7%	0.0%	-4.5%	-21.5%	0.0%	19.5%	1.5%
Cc1cc(-c2ccccc2)nc(N(C)C)c1S(C)(=O)=O	-22.7%	-58.5%[inhibitor]	11.4%	6.6%	19.3%	1.6%	0.1%	9.0%
CCC(Oc1cc(Cl)ccc1Cl)C(=O)N1CCCN(C)CC1 (stereo not drawn)	10.6%	i	-2.0%	0.3%	15.2%	2.7%	5.8%	-2.3%
Cc1ccc(NC(=O)c2cc3ccccc3oc2=N)cc1	6.0%	-80.4%	-5.2%	-6.6%	1.1%	7.1%	-19.8%	-11.5%
COc1ccc(CCc2nc3ccccc3n2C(CCc2ccccc2)c2nc3ccccc3[nH]2)cc1 (stereo not drawn)	0.9%	-18.8%	-9.2%	4.4%	11.8%	11.2%	10.0%	2.5%
Cc1ccc(-n2ncc(C(=O)NCC3CCN(C4CCCC4)C3)c2C2CCN(C(=O)OC(C)(C)C)CC2)cc1 (stereo not drawn)	3.4%	-29.8%	-12.1%	-14.2%	-14.2%	-28.0%	41.0%	-3.7%
COc1ccc(/C=N/NC(=O)c2sccc2C)c2ccccc12	-0.4%	-11.7%	-10.0%	8.3%	21.1%	-0.5%	3.6%	1.7%
CC(OC(=O)Cc1ccccc1[N+](=O)[O-])C(=O)Nc1ccc(Cl)cn1 (stereo not drawn)	1.1%	i	10.3%	14.6%	-7.1%	9.7%	3.5%	1.5%
CCC(C)COC(=O)c1ccc(C(=O)O)cc1 (stereo not drawn)	8.0%	i	4.7%	3.1%	?	-2.9%	11.1%	2.5%
O=C(CCCCCn1c(=O)[nH]c2ccsc2c1=O)NCc1ccc(F)cc1	-11.1%	-10.8%	3.2%	10.2%	-6.3%	?	5.0%	-0.4%
Cc1c(Cl)c([N+](=O)[O-])nn1CCCC(=O)Nc1cccc(O)c1	-4.4%	i	2.5%	2.2%	-11.3%[9.22 µM]	-8.0%	5.0%	3.9%
COc1ccc(-n2c(SC)nc3sc4c(c3c2=O)CCN(C)C4)cc1	-2.0%	-18.1%	17.2%	7.2%	-8.9%	-11.8%	23.9%	8.8%
O=C(Cn1cc(COc2ccc(Br)cc2[N+](=O)[O-])nn1)c1ccc(O)cc1	1.0%	-1.6%	-6.9%	5.0%	15.2%	-27.7%	3.5%	-1.7%
CN(C(=O)CCS(=O)(=O)c1cc2c(cc1Cl)NC(=O)CO2)C1CCCCC1	24.4%	-31.7%&-6.5%[inhibitor]	-16.6%	-5.3%	-15.5%&1.4%	10.0%	-1.5%&-12.0%	-3.9%&16.8%
CCOc1cc(S(=O)(=O)N2CCCCCC2)ccc1F	1.2%	i	3.0%	-2.7%	8.3%	12.4%	12.8%	5.9%
CCOc1ccc(NC(=S)/C(=C(\[O-])c2ccc(C)c([N+](=O)[O-])c2)[n+]2ccccc2)cc1	13.6%	i	5.9%	5.8%	8.9%	-5.4%	20.7%	-7.9%
CN(Cc1ncc[nH]1)Cc1cn(-c2ccccc2)nc1-c1ccc2c(c1)OCO2	-3.4%	i	-6.3%	4.5%	6.1%	-9.1%	-27.9%	5.6%
CCOCCCn1c(=NC(C)=O)c(C#N)cc2c(=O)n3cccc(C)c3nc21	-11.5%	-20.3%	-0.2%	-5.9%	-15.6%	-7.8%	10.3%	-0.5%
Cc1cc2ccccn2c1C(=O)c1ccncc1	7.5%	-1.1%[57.5 µM]	-1.0%	3.4%	-7.3%	10.8%	4.8%	-11.7%
Cc1ccc(NC(=O)/C(C#N)=C/c2ccc(Sc3nc(C)cc(C)n3)o2)cc1	9.0%	-0.5%	-2.3%	6.9%	-18.1%	-3.9%	-9.8%	-8.3%
CCN(C(=O)COC(=O)c1cc(=O)c2ccccc2o1)c1c(N)n(Cc2ccccc2)c(=O)[nH]c1=O	13.6%	-16.6%	-3.1%	8.2%	6.2%	-7.2%	24.0%	-2.3%
O=C(COc1ccc2c(c1)CCC2)N1CCN(c2cccc(C(F)(F)F)c2)CC1	-18.7%	-42.6%[inhibitor]	-16.1%	-8.8%	?	-23.3%	5.0%	?
Cc1cc(Br)cc(Cl)c1OC(=O)c1ccncc1	?	-0.3%	5.6%	17.9%	10.7%	-5.0%	-0.7%	3.9%

These rows are one share of the data. The share of hits here may be higher or lower than overall.
